L3MBTL1 block = blocks human L3MBTL1 | Q9Y468 | AlphaScreen L3MBTL1–H3K9me1 peptide binding | actives 0.66% (n = 230,000) | Potency, µM (doses to about 57.1 µM), for the others: top-dose activity, negative = inhibition, most hits filed as inhibitors; also: potency is read from the fitted curve at half-maximal effect; % is scaled to controls: 0 for no effect and ±100 for the full control effect; nearly all actives have a fitted effect of over 60% in size
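Displacement of a biotinylated histone H3(1-15) peptide monomethylated at Lys9 (75 nM) from L3MBTL1 (50 nM) was measured by AlphaScreen after a 30 min room-temperature compound incubation; cefsulodin titration served as intraplate control.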
HTT aggregate = mutant huntingtin aggregation inhibition; PC12 HttQ103-GFP aggregates, Acumen cytometry, 40 h; Potency, µM (titrated, usually from 46.1 µM), for inactives: at the highest dose activity change, negative = inhibition, usual class: inhibitors; actives 1.1% (n = 220,000); AID 1688; also: potency is read from the fitted curve at half-maximal effect; % is scaled to controls: 0 for no effect and ±100 for the full control effect; nearly all actives have a fitted effect of over 60% in size
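Inducible Q103 Huntingtin exon 1–GFP PC12 line, 1500 cells/well in phenol red free DMEM with 5% equine and 5% calf serum. Tebufenozide 100 nM induced expression; compounds titrated; aggregates quantified by cytometry.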
KinaseGlo FLuc = Kinase-Glo luciferase inhibition (counter-screen); Q27757; Potency, µM (doses to about 38.3 µM), without a hit: top-dose activity change, negative = inhibition, usual class: inhibitors; Kinase-Glo luciferase, ATP luminescence, 8 min; actives 0.28% (n = 200,000); also: potency is read from the fitted curve at half-maximal effect; % is scaled to controls: 0 for no effect and ±100 for the full control effect; nearly all actives have a fitted effect of over 60% in size
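Recombinant Kinase-Glo luciferase, 10 uM ATP (linear range), luciferin; imidazole pH 7.2 / KCl / MgCl2 / Tween / BSA buffer; 8 min RT; luminescence.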
NPSR antagonist = neuropeptide S receptor (human) antagonism, cAMP; Q6W5P4; CHO-NPSR cells, cAMP TR-FRET, antagonist mode; Potency, µM (highest dose often 38.3 µM), for the others: at the highest dose activity change, negative = inhibition, most hits filed as inhibitors; actives 1% (n = 220,000); also: potency is read from the fitted curve at half-maximal effect; % is scaled to controls: 0 for no effect and ±100 for the full control effect; nearly all actives have a fitted effect of over 50% in size; many of its hits are not listed in these tables
Target sequence (Q6W5P4 whole entry, looked up): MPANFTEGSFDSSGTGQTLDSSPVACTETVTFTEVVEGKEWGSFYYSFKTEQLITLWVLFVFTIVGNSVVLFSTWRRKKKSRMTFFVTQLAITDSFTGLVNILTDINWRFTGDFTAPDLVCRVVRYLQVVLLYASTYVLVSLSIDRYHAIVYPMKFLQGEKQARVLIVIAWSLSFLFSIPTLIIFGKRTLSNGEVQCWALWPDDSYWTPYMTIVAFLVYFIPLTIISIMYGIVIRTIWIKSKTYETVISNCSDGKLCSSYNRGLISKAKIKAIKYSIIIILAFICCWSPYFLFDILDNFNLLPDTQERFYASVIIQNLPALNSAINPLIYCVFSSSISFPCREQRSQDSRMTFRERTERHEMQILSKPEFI
IMPase Li cell = cell-permeable IMPase inhibitors with lithium potentiation; AID 1457; CHO-M1 cells, IP1 TR-FRET (IP-One), carbachol + lithium; Potency, µM (doses to about 59.4 µM), for the others: at the highest dose activity, negative = IMPase inhibition, actives largely listed as inhibitors; actives 0.35% (n = 210,000);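 also: IP1 builds up when IMPase is blocked and the TR-FRET signal falls; potency is read from the fitted curve at half-maximal effect; plate controls were basal vehicle for no effect and high inhibitor control for full effect; nearly all actives have a fitted effect of over 50% in size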
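Test compounds were applied to CHO-M1 cells previously cultured for 16–30 h at 2000 per well. A small lithium amount accompanied them; after 30 min at 37C, IP1 was quantified by TR-FRET.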
CBFb-RUNX1 inh = blocks binding between human CBF-beta and RUNX1; Q01196+Q13951; AlphaScreen CBFb-His/RUNX1-biotin binding, biochemical; Potency, µM (doses to about 59.8 µM), for inactives: top-dose activity, negative = inhibition, most hits filed as inhibitors; 230,000 tested, under 10 active; also: % of control where 0% means no effect
Target sequence (Q01196 whole entry, looked up): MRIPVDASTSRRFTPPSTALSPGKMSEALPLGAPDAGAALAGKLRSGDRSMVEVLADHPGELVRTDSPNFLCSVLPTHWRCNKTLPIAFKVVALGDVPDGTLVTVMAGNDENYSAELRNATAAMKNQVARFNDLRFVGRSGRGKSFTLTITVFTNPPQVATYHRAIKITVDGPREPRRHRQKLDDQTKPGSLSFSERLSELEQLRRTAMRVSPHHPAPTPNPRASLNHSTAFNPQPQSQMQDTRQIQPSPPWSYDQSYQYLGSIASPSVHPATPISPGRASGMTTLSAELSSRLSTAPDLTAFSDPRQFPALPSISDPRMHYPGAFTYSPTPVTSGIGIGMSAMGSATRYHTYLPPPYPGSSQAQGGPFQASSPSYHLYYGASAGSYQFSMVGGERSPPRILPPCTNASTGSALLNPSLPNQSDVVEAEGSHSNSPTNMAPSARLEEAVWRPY
Target sequence (Q13951 whole entry, looked up): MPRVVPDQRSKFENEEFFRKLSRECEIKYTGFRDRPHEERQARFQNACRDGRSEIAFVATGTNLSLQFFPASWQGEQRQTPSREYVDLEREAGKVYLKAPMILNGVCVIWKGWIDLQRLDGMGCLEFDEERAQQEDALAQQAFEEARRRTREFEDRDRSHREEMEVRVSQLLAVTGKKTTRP
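AlphaScreen proximity signal reports loss of binding between His-tagged CBF-beta and biotin-labelled RUNX1, each at 30 nM. Proteins are pre-associated for 20 minutes, compounds added for 15 minutes, then beads for 90 minutes, all at ambient temperature.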
Epigenetic reg = regulators of epigenetic silencing causing reporter derepression in mouse cells | actives 0.2% (n = 280,000) | murine LDR cells, GFP reporter derepression, 30 h | Potency, µM (top dose mostly 53.9 µM), for the others: top-dose GFP activation, usual class: activators; also: potency is read from the fitted curve at half-maximal effect; % of control where 0% means no effect; nearly all actives have a fitted effect of over 60% in size
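Reporter derepression read as number of fluorescent GFP-positive objects, 20-120 um in size, counted by laser-scanning cytometer. Mouse LDR line with an epigenetically silenced CMV-GFP locus; compound incubation 30 h, 37 C.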
* = called active by the depositor; ? = inconclusive; nt = no result given; [ ] = remark or other dose. Calls follow the shape of the dose curve; as a rule, active = well fitted curve in the direction sought with a large enough effect; inconclusive = small, poorly fitted or top-dose-only effect, or another doubt; inactive = no such curve, though single readings can be large; an effect the other way counts as inactive or inconclusive.

SMILES	L3MBTL1 block	HTT aggregate	KinaseGlo FLuc	NPSR antagonist	IMPase Li cell	CBFb-RUNX1 inh	Epigenetic reg
Cc1c(C(=O)N/N=C/c2ccccc2)[nH]c2c([N+](=O)[O-])cccc12	1%	-5%[9.22 µM]	nt	1%	nt	18%	1.1%
CC(C(=O)Nc1sc2c(c1C(=O)NCC1CCCO1)CCC2)N1C(=O)c2ccccc2C1=O (configuration not stated)	-21%	?	4%	-26%	8%	6%	-1.0%
O=C(N/C=C/c1ccco1)Nc1cccc(Cl)c1	-15%	3%[9.22 µM]	nt	18%	nt	-11%	-3.1%
CC1=Nn2c(nnc2-c2ccc(F)cc2)SC1	-4%	4%	1%	-6%[46.1 µM]	0%	5%	0.9%
COCCNC(=O)c1c(N)n(/N=C/c2ccc(F)cc2)c2nc3ccccc3nc12	0%	5%[9.22 µM]	nt	2%[7.67 µM]	nt	9%	-1.4%
Cc1cc(=O)oc(C)c1C(=O)Nc1cccc2ccccc12	nt	11%[9.22 µM]	0%	-2%[46.1 µM]	17%[38.3 µM]	6%	8.0%
Cn1c(SCC(=O)c2ccc3c(c2)OCO3)nnc1-c1ccccn1	nt	?	-5%	-20%[46.1 µM]	-4%[38.3 µM]	-8%	-1.1%
COc1ccc(-n2c(-c3ccc(Br)cc3)c[n+]3c2SC(C)C3)cc1 (configuration not stated)	1%	10µM*	2%	-5%	25%	-2%	3.4%
Cn1c(SCC(=O)Nc2ccccc2F)nnc1-c1cccnc1	-2%	-26%	2%	-6%[46.1 µM]	16%[38.3 µM]	12%	-0.8%
O=S(=O)(c1ccccc1)c1nc(-c2ccco2)oc1NCCCN1CCOCC1	-8%	-1%	-5%	28%[46.1 µM]	7%	5%	0.0%
CC(=O)Nc1ccc(NC(=O)CN(C)CC(=O)Nc2ccccc2Br)cc1	nt	-17%	-1%	1%	1%	2%	11%
Cc1onc(-c2ccccc2)c1C(=O)N/N=C/c1ccc([N+](=O)[O-])s1	-8%	-17%	-5%	0%	7%	-10%	-6.3%
S=C1CCC(c2ccc(Cl)cc2)=NN1c1ccccc1	nt	-20%[9.22 µM]	nt	-3%	nt	?	-1.8%
Cc1ccccc1-c1nc(CS(=O)CC(=O)NCCCN(C)c2ccccc2)c(C)o1 (configuration not stated)	-15%	9%	-2%	-23%[46.1 µM]	-6%[38.3 µM]	-15%	0.0%
Oc1ccc(N=Cc2ccc(O)c(O)c2)cc1	8.9µM*	8%[9.22 µM]	-20%	-16%[46.1 µM]	53%[activator]	6%	16%
Cc1ccc(NC(=O)COC(=O)c2cccnc2)c(C)c1	37%	nt	-2%	6%	-2%	-1%	2.2%
Nc1cccc2c1C(=O)N(C(=O)c1ccc(S(=O)(=O)N3CCCCCC3)cc1)C2=O	nt	8%[9.22 µM]	3%	-10%[46.1 µM]	7%[38.3 µM]	2%	3.8%
CCCCn1c2c(c(=O)n(C)c1=O)C(c1ccc(OC)cc1)N1CCCCCC1=N2 (configuration not stated)	-4%	5%	-7%	-21%[46.1 µM]	7%[38.3 µM]	5%	6.8%
O=S(=O)(Cc1ccccc1Cl)Nc1ccccn1	nt	-11%	2%	0%[46.1 µM]	13%[38.3 µM]	6%	0.0%
CC1=NN(c2cccc([N+](=O)[O-])c2)C(=O)C1	-18%	-6%[9.22 µM]	1%	15%	2%	11%	0.0%
C#CCSc1nc(-c2ccccc2)cc(C(F)(F)F)c1C#N	11%	-8%	1%	?	?	12%	3.7%
CCOC(=O)N1CCC(N(CCN(C)C)C(=S)Nc2ccc(F)c(Cl)c2)CC1	nt	5%	2%	-16%	14%	7%	-4.4%
Cc1ccc2[nH]c(=O)c(-c3nc4ccccn4c3NCc3ccco3)cc2c1	nt	3%	-5%	-17%[46.1 µM]	27%[38.3 µM]	-16%	0.8%
COc1ccc(/C=C/C(=O)N2CCN(S(=O)(=O)c3ccccc3)CC2)cc1OC	0%	-11%	4%	-11%	4%	?	0.6%
CCCOc1ccc(C(=O)CCC(=O)OCC(=O)Nc2ccc(OCC)cc2)cc1	nt	42%[9.22 µM]	nt	3%	nt	10%	-5.2%
CCOC(=O)C1=C(C)NC(=O)C(C#N)C1c1ccncc1 (configuration not stated)	-4%	35%	14%	1%[46.1 µM]	-9%[38.3 µM]	-6%	0.8%
CNC(=O)c1c(NC(NC(=O)c2ccco2)C(=O)c2ccc(Cl)cc2)sc2c1CCCC2 (configuration not stated)	-3%	11%	-4%	-22%[46.1 µM]	15%[38.3 µM]	1%	-2.0%
COC(=O)N/N=C/c1cn(CCCOc2ccc(C)cc2)c2ccccc12	-4%	7%	2%	-17%	11%	8%	1.6%
CN(C)C(=O)N1CCC(C(=O)NCc2cccs2)CC1	-19%[11.4 µM]	-16%	0%	2%[46.1 µM]	27%[38.3 µM]	7%	-2.1%
O=C(Nc1ccc(N2CCN(C(=O)c3ccc(Cl)cc3)CC2)cc1)c1ccc2c(c1)OCCO2	nt	?	-3%	-23%[46.1 µM]	43%[activator][38.3 µM]	-7%	2.7%
CCCn1c(-c2ccc(F)cc2)cnc1SCC(=O)O	-3%	-7%	0%	-13%[46.1 µM]	-1%[38.3 µM]	4%	-17%
O=[N+]([O-])c1ccccc1CSc1nc2ccccc2o1	-11%	5%	-4%	-19%	1%	-13%	0.1%
CCc1c(O)c(/C(C)=N\O)c(=O)n(-c2ccccc2)c1-c1ccccc1	5%	?	0%	-10%	-2%	-5%	-0.9%
COc1ccccc1OCC(=O)N/N=C1\CCCCc2ccccc21	-3%	14%[9.22 µM]	nt	42%	nt	4%	0.8%
CC1CCN(C(=O)CSc2nc3c(cnn3-c3ccc(Cl)cc3)c(=O)[nH]2)CC1	-13%	-8%	8%	-17%	4%	7%	-1.0%
CCCCCCNS(=O)(=O)c1ccc(OC)c(OC)c1	3%	?	10%	25%[46.1 µM]	-7%[38.3 µM]	3%	2.1%

By substructure, the compounds so far containing a nitro group on carbon (four)
SMILES	L3MBTL1 block	HTT aggregate	KinaseGlo FLuc	NPSR antagonist	IMPase Li cell	CBFb-RUNX1 inh	Epigenetic reg
Cc1c(C(=O)N/N=C/c2ccccc2)[nH]c2c([N+](=O)[O-])cccc12	1%	-5%[9.22 µM]	nt	1%	nt	18%	1.1%
Cc1onc(-c2ccccc2)c1C(=O)N/N=C/c1ccc([N+](=O)[O-])s1	-8%	-17%	-5%	0%	7%	-10%	-6.3%
CC1=NN(c2cccc([N+](=O)[O-])c2)C(=O)C1	-18%	-6%[9.22 µM]	1%	15%	2%	11%	0.0%
O=[N+]([O-])c1ccccc1CSc1nc2ccccc2o1	-11%	5%	-4%	-19%	1%	-13%	0.1%

(continued)
SMILES	L3MBTL1 block	HTT aggregate	KinaseGlo FLuc	NPSR antagonist	IMPase Li cell	CBFb-RUNX1 inh	Epigenetic reg
O=C1c2ccccc2C(=O)N1CCCC(=O)N1CCc2ccccc21	nt	13%	-5%	-8%[46.1 µM]	7%[38.3 µM]	-2%	-0.3%
CCN(CC(=O)NC(C)(C)C)Cc1nc2c(Br)cc(Br)cc2c(=O)[nH]1	17%	0%[9.22 µM]	nt	32%	nt	0%	1.1%
CCN(CC)C(=O)CSc1nnc(-c2cnccn2)n1-c1ccccc1	-2%	1%	3%	2%[46.1 µM]	-9%[38.3 µM]	0%	6.8%
O=C(CN1CCSCC1)N/N=C/c1cccc(Cl)c1	2%	-4%	1%	2%	1%	-1%	3.5%
Cc1cc(C)cc(NC(=O)C(OC(=O)c2ccc([N+](=O)[O-])o2)c2ccccc2)c1 (configuration not stated)	-6%	-8%	-1%	-17%	7%	-10%	2.3%
Cc1ccc(C2CC(=O)Oc3cc4c(cc32)OCO4)cc1 (configuration not stated)	nt	nt	1%[39.9 µM]	nt	3%	?	2.2%
C(=C\c1ccccc1)/CSc1nnc(-c2ccccn2)n1Cc1ccco1	-8%	?	-3%	?	40%[activator][38.3 µM]	-25%	1.8%
NC(=O)C1=C[C@@H](c2coc3ccccc3c2=O)C[C@@H](OCCCCO)O1	10%	12%[9.22 µM]	nt	-22%	-5%	13%	1.0%
CCOC(=O)c1c(-c2ccccc2)cn2c(C)cc(C)nc12	-7%	-12%	-1%	-3%	1%	2%	0.9%
Cc1cc(C(=O)CSc2nnc(-c3cccnc3)n2-c2ccccc2F)c(C)n1CC1CCCO1 (configuration not stated)	nt	?	3%	-27%[46.1 µM]	35%[activator][38.3 µM]	-6%	3.8%
CC(=O)n1cc(/C=C2/N=C(c3ccccc3)OC2=O)c2ccccc21	-5%	17%	3%	7%	-2%	12%	-3.2%
COCCCNCCCCOc1ccc(OCc2ccccc2)cc1	-14%	2%[9.22 µM]	1%	1%	14%	3%	-2.6%
O=C1c2ccccc2C(=O)N1CC1CCCO1 (configuration not stated)	4%	3%	7%	-10%[46.1 µM]	2%[38.3 µM]	1%	0.0%
CC1Cc2nc(SCC(=O)Nc3nc4ccccc4s3)n(C)c(=O)c2S1 (configuration not stated)	-14%	-16%	2%	-4%[46.1 µM]	32%[38.3 µM]	-6%	-0.8%
C=CCn1c(SCc2cc(C(C)=O)ccc2OCC)nc2ccccc2c1=O	0%	8%	-2%	-23%	30%	3%	0.9%
O=C(CN1C(=O)CCC1=O)Nc1cccc2c1C(=O)NC2=O	nt	0%	-1%	21%	-1%	-3%	1.1%
CCN(Cc1ccccc1)C(=O)Cn1cnc2c1c(=O)n(C)c(=O)n2C	-6%	-3%	2%	-4%[46.1 µM]	12%[38.3 µM]	11%	-1.1%
CCCn1c(SCC(=O)Nc2cccc(S(=O)(=O)N(C)C)c2)nc2ccccc2c1=O	0%	-2%[9.22 µM]	nt	-54%	nt	-1%	0.1%
CC1=C2[C@@H](O)[C@H]([C@@H](C)C(=O)NCCC(C)C)CC[C@@]2(C)C=CC1=O	nt	nt	-4%	nt	3%	13%	-1.1%
CC(C)CC1(C)NC(=O)N(CC(=O)NC(=O)Nc2ccc3c(c2)OCCO3)C1=O (configuration not stated)	-1%	-2%	nt	2%[46.1 µM]	nt	-7%	4.3%
Cc1csc(SCC(=O)N(C)CC(=O)Nc2ccc(F)cc2)n1	0%	-6%	0%	-2%	2%	-4%	-5.4%
O=C(c1ccco1)N1CCN(C(=O)c2ccccc2Oc2ccccc2)CC1	-8%	2%	0%	4%[46.1 µM]	1%	2%	-2.0%
C=CCNC(=O)NC(=O)COn1nnc2ccc(S(=O)(=O)N(C)C)cc21	9%	-12%	-4%	6%	1%	-1%	0.0%
CN(C(=O)CCc1nc(-c2ccccc2F)no1)c1ccccc1	nt	-7%	-3%	8%	1%	-3%	3.0%

Assay outcomes as filed in PubChem BioAssay.

This is a subset; count on the stated rates, not on these rows.
